High-throughput results as filed in PubChem BioAssay.
M1 PAM – human CHRM1 positive allosteric modulation | P11229 | CHO-K1 hM1, Fluo-8 calcium fluorescence, ACh EC20; 0% = ACh EC20, 100% = maximal ACh | 0.088% of 360,000 active | activation, % at 3 µM; in the data active = activation above about 19%, passing the limit was not always enough
Target sequence (P11229 whole entry, looked up): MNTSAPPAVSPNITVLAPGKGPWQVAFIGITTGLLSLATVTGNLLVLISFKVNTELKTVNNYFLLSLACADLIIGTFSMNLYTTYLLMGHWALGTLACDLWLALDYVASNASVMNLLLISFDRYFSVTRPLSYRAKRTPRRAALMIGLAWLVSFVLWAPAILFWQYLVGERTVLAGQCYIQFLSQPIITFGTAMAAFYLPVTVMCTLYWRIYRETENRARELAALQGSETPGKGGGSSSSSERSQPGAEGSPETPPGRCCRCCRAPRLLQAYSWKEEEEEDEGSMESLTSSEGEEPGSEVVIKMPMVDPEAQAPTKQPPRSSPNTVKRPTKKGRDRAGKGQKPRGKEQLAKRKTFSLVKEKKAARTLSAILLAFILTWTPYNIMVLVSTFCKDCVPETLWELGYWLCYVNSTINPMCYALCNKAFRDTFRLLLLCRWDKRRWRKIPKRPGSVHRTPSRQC
M1 PAM parental – nonselective activator or artifact in parental CHO-K1 calcium assay. ATP EC20, Fluo-8 calcium fluorescence; 0% at ATP EC20, 100% at ATP max. activation, % at 3 µM. 0.02% of 360,000 active;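 active = activation above the run cutoff, the mean activation of all test compounds plus 3 SD, cut at about 40% in these data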;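 note: peak over basal fluorescence ratio in a 140 s read after ATP addition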
TAAR1 agonist – agonists of human TAAR1; Q96RJ0; activation, % at 3 µM; 0.99% of 360,000 active; CHO RD-HGA16 TAAR1, Fluo-8 calcium fluorescence; vehicle wells 0%, saturating PEA agonist 100%;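 active = activation above the mean activation of all test compounds in the run plus 3 SD, cut at about 38% in these data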
Target sequence (Q96RJ0 whole entry, looked up): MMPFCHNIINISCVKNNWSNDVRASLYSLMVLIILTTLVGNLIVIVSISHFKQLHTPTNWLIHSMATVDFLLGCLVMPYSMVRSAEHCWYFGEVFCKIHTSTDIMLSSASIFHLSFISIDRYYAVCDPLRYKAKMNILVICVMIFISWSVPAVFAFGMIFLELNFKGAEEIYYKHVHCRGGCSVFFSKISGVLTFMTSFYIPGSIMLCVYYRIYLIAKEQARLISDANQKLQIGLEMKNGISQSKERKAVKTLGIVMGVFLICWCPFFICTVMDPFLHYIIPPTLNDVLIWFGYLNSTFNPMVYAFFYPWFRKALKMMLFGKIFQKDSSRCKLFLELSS
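Repeats: no replicates (n 1) | Material: CHO-derived RD-HGA16 cells with stable Gα16 and human TAAR1 | Technique: Kinetic Fluo-8 calcium fluorescence | Schedule: 17-24 h seeding, 75 min 37 °C dye, 30 min RT | Evaluation: % activation from peak over basal fluorescence ratio, DMSO-to-PEA scaled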
CHO parental Ca – signal in parental CHO cells, OX1R antagonist counter-screen; parental CHO-K1, ATP-induced calcium, Fluo-8 fluorescence; AID 463079; inhibition, % at 5.6 µM; 0.63% of 330,000 active;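 active = inhibition above that plate's mean sample inhibition plus 3 SD, cut at about 26% in these data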;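 note: 0% = ATP-challenged DMSO wells and 100% = DMSO wells without ATP; some compounds past the cut are filed as inactive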
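Measured by: calcium-sensitive Fluo-8 fluorescence / Test system: CHO parental line / Controls: ATP-challenged DMSO wells low, unchallenged DMSO wells high / Measure: % inhibition / Compound: single nominal dose of 5.6 µM per compound / Replicates: single well per compound, no replicates / Reagent: ATP as calcium-mobilizing challenge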
TAAR1 antagonist – human TAAR1 antagonism; Q96RJ0; inhibition, % at 3 µM; 1.5% of 360,000 active; AID 624466; CHO RD-HGA16 TAAR1, Fluo-8 calcium fluorescence, antagonist;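 active = inhibition above a per-plate cutoff, the mean inhibition of test compounds on that plate plus 3 SD, cut at about 49% in these data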;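 note: 0% = DMSO plus EC80 beta-PEA response and 100% = DMSO alone without agonist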
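Assay system: CHO-derived RD-HGA16 cells stably expressing human TAAR1 plus Gα16. Timing: 140 s kinetic read after compound, 140 s after agonist. Technique: kinetic Fluo-8 calcium fluorescence measurement. Measure: % inhibition of agonist calcium response.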
M1 ag – activates human CHRM1 receptor | 0.33% of 360,000 active | CHO-K1 hM1, Fluo-8 calcium fluorescence, agonist mode; 0% DMSO, 100% acetylcholine EC100 | P11229 | activation, % at 3 µM;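 active = activation above the run's mean compound activation plus 3 SD, cut at about 16% in these data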;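 note: peak over basal fluorescence ratio within a 140 s kinetic read after compound addition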
CHO-K1 Ca ag – nonselective activator or artifact in parental CHO-K1 cells; Fluo-8 calcium fluorescence; scaled to maximal ATP response, vehicle zero; activation, % at 3 µM; 0.48% of 360,000 active; AID 602248; in the data active = activation above about 15%;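 note: untransfected CHO-K1 host cells lacking M1 receptor as counterscreen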
CHO-K1 Ca antag – counter-screen for M1 antagonists: effect in parental CHO-K1 cells; ATP-induced calcium, Fluo-8 fluorescence; inhibition, % at 3 µM; 0.6% of 360,000 active;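 active = inhibition above a per-plate cutoff, the plate's mean sample inhibition plus 3 SD, cut at about 24% in these data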;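 note: 0% = DMSO plus EC80 ATP and 100% = DMSO alone without ATP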
CHRM1 antagonist – blocks human M1 muscarinic receptor. CHO-K1 hM1, Fluo-8 calcium fluorescence, ACh EC80 antagonist. 1.3% of 360,000 active. P11229. inhibition, % at 3 µM. AID 588852;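 active = percent inhibition above its own plate's cutoff, namely the mean of that plate's compound wells plus 3 SD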;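 note: peak over basal fluorescence ratio during 140 s after agonist addition; 0% = ACh EC80 plus DMSO and 100% = DMSO alone without agonist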
An asterisk follows results filed as active; . = not tested or not shown.

SMILES	M1 PAM	M1 PAM parental	TAAR1 agonist	CHO parental Ca	TAAR1 antagonist	M1 ag	CHO-K1 Ca ag	CHO-K1 Ca antag	CHRM1 antagonist
COc1cccc(/C=N/NC(N)=S)c1OCc1ccccc1Cl	-1	-8	18	-14	4	-8	0.3	8	3
CCN1C(=O)CC(NNC(=O)c2ccc(Cl)cc2)C1=O (stereo unspecified)	4	-3	14	-15	-2	-4	-0.2	18	1
CC(C)(C)C(=O)CSc1ncnc2sc3c(c12)CCC3	3	14	4	-21	-20	-4	4.7	-6	1
Cc1ccc(S(=O)(=O)N2Cc3ccccc3CC2C(=O)N(C)C)cc1 (stereo unspecified)	8	2	0	.	-14	-4	1.0	-2	-12
COc1ccccc1C(=O)C1CCCN(C(=O)CCC(=O)c2ccccc2)C1 (stereo unspecified)	10	7	2	-6	9	2	5.0	2	-6
COc1cccc(C(NC(C)=O)c2nc(-c3ccc(N(C)C)cc3)cs2)c1 (stereo unspecified)	1	1	3	.	-1	1	-0.1	5	-6
O=C(/C=C/Nc1ccc(F)c(F)c1)c1ccc(Br)cc1	5	21	2	-14	11	-7	0.9	-1	-12
CCNC(=S)N1CCC(c2nc3ccccc3s2)CC1	-6	-11	14	-4	4	-5	4.1	1	-3
CCOC(=O)C1=C(N)OC2=C(C(=O)CC(C)(C)C2)C1c1ccc(CC)s1 (stereo unspecified)	5	27	12	-25	2	-1	2.3	-6	-5
COCCCn1cc(C(=O)c2ccccc2OCC(=O)Nc2cccc(F)c2)cc(C#N)c1=O	1	5	4	-32	-2	-9	2.2	-5	-4
COc1ccc(/C=N/NC(=O)c2ccc[nH]2)cc1	11	0	-2	0	-5	-6	0.5	-13	-14
CCc1c(C)sc(NC(=O)c2cc(CC(C)C)on2)c1C#N	3	11	2	-13	-22	-3	0.2	2	-2
O=[N+]([O-])c1ccc(N2CCCC2)nc1N1CCCC1	-1	-7	-4	-18	-28	-9	-0.6	4	-3
Cc1cc(C)c2oc(=O)cc(CN3CCCCC3)c2c1	10	22	8	-10	-20	-6	-0.2	-19	-7
Cc1cc(CSc2ccc(Cl)cc2)ccc1N	1	11	2	.	13	-4	1.1	-14	-5
O=C(NCCCCNC(=O)c1ccccc1F)c1ccccc1F	6	-6	4	-4	-10	-1	0.4	0	-12
CC(NS(=O)(=O)c1ccc(Cl)c(Cl)c1)C(=O)OCC(=O)N1CCCCCC1 (stereo unspecified)	-5	5	14	-13	0	-5	3.3	1	3
O=C(CSc1nnc(CN2CCOCC2)n1-c1ccccc1)N1CCc2ccccc21	12	11	8	-1	-24	-5	0.3	-3	-7
FC(F)(F)COc1nc(OCC(F)(F)F)nc(N2CCN(c3ccccc3)CC2)n1	-8	16	-2	-27	-8	-4	0.7	-8	-6
C[C@H]1CN([C@@H](C)CO)C(=O)c2cc(Br)cnc2O[C@@H]1CN(C)C(=O)Nc1ccc(C(F)(F)F)cc1	6	14	1	.	-4	-2	0.0	-14	-1
Cc1cc2oc(C(=O)NC3CCS(=O)(=O)C3)cc(=O)c2cc1C (stereo unspecified)	5	3	5	-3	-29	-2	1.2	-3	-9
O=C(NCC1CCCCC1)c1ccc(F)c(S(=O)(=O)N2CCOCC2)c1	-1	-8	17	-12	-23	0	2.0	-3	10
O=C(c1cccc(N2CCCC2=O)c1)N1CCN(c2ccc(F)cc2)CC1	7	0	2	-14	-7	-1	1.2	-12	-19
Cc1ccc2cc(CN(CC3CCCO3)S(=O)(=O)c3c(C)ccc4nsnc34)c(=O)[nH]c2c1 (stereo unspecified)	2	10	10	-7	9	-5	0.6	-4	-2
Cc1cc(Br)c(S(=O)(=O)NCCN2CCOCC2)cc1C	2	18	6	-4	15	-6	-0.3	-5	4
Further structures follow.
SMILES	M1 PAM	M1 PAM parental	TAAR1 agonist	CHO parental Ca	TAAR1 antagonist	M1 ag	CHO-K1 Ca ag	CHO-K1 Ca antag	CHRM1 antagonist
CC(C(=O)NC(C)(C)C)N(C(=O)CS(=O)CC(=O)Nc1ccc(F)cc1)c1ccccc1F (stereo unspecified)	5	17	3	-28	-2	-3	3.1	-12	-2
NC(=O)c1ccc(CN2CCC(Cc3ccccc3)CC2)cc1	-14	21	1	-9	-8	-8	2.6	-17	22
CCN(CC)S(=O)(=O)c1cc(C(=O)OCC(=O)Nc2ccc(-c3nc4ccc(C)cc4s3)cc2)ccc1F	-1	1	3	-18	-21	-2	-0.4	-4	10
CCc1c(-c2n[nH]c(=S)n2Cc2ccccc2)csc1C	-14	29	-2	-16	-14	-7	-0.2	-18	-9
COc1ccc(N(C(=O)c2ccc(S(=O)(=O)N3CCCC3)cc2)C2C=CS(=O)(=O)C2)cc1 (stereo unspecified)	-3	8	4	-12	-42	-6	0.4	-8	9
O=C(C1CCN(S(=O)(=O)c2cccnc2)CC1)N1CCN(c2ccccc2Cl)CC1	1	8	6	-14	2	-3	3.8	-6	-3
COc1ccc(OCC(=O)O/N=C(\N)Cc2ccc(Cl)cc2)cc1	5	5	8	-7	1	0	-0.4	5	-24
CSC1=N/C(=C\c2ccc(Cl)cc2)C(=O)N1N(C)C	0	15	1	-13	-8	0	4.8	-8	2
COc1cccc(-c2cc3nc(NCCN4CCCC4)n(C)c(=O)c3s2)c1	2	11	1	.	-8	-5	0.6	-10	-9
CCCCC(=O)Nc1ccc2c(c1)nc1n2CCN(CCOC)C1	11	24	6	.	-12	-3	0.9	-13	-19
O=C1CCC([N+](=O)[O-])C(c2cccc(Cl)c2Cl)N1 (stereo unspecified)	2	-1	1	-14	8	-3	0.8	9	-12
COC(=O)c1c(-c2ccccc2OC)sc2ccc(OC)cc12	3	-18	16	-28	14	-4	-0.5	-3	0
O=c1cc(-c2ccccc2)nc2cc(-c3ccc(F)cc3)[nH]n12	3	7	1	9	-16	-1	4.6	-3	-1
Cc1ccc(C(=O)NC(=S)Nc2cc(-c3nc4ccccc4s3)ccc2C)cc1	3	12	6	-3	9	-1	-0.4	-9	-2
O=C(O)CSCc1ccc(Cl)cc1	5	3	4	-10	5	-3	0.2	2	-15
Cc1ccc(C(=O)OCC(=O)Nc2ccc(N(C)C)cc2)cc1NC(=O)c1ccco1	0	22	9	-11	5	-1	2.2	-8	-30
N#C/C(=C(/O)c1ccccc1F)c1nc2cc(C(F)(F)F)ccc2s1	-4	3	5	-7	13	1	4.1	-9	-1
C/C(=N\NC(=O)c1cccc(S(=O)(=O)N2CCCC2)c1)c1ccncc1	7	0	3	-7	-4	-6	0.3	-5	-9
CCOC(=O)C1CCN(C(=O)CSc2nc3ncccc3[nH]2)CC1	3	3	5	6	-12	-3	0.5	-3	0
COc1ccc(-n2nc(C(=O)NCCCN3CCCC3=O)c3c4ccccc4n(C)c3c2=O)cc1Cl	-4	4	.	-13	.	-4	1.3	-16	5
Nc1ncnc2c1CCC2	4	15	3	-4	-24	-3	-0.1	-6	-5
CC(C)(C)NCC(O)COc1ccccc1C(C)(C)C (stereo unspecified)	-8	18	9	-8	-6	-5	3.0	-12	-4
CSc1ncccc1C(=O)OCC(=O)Nc1cccc(S(=O)(=O)N2CCOCC2)c1	0	5	3	-10	-7	1	2.2	-5	0
COc1ccccc1NC(=O)N1CCN(c2cccc(C(F)(F)F)c2)CC1	-5	1	10	-15	8	-7	1.2	3	-4
CC(=O)c1c(COC(=O)c2ccc(F)cc2)nc2ccccc2[n+]1[O-]	4	10	2	-3	-1	-3	1.7	-8	1

Not a retest: an excerpt of the list.
SMILES	M1 PAM	M1 PAM parental	TAAR1 agonist	CHO parental Ca	TAAR1 antagonist	M1 ag	CHO-K1 Ca ag	CHO-K1 Ca antag	CHRM1 antagonist
CC(C(=O)NC(C)(C)C)N(C(=O)CS(=O)CC(=O)Nc1ccc(F)cc1)c1ccccc1F (stereo unspecified)	5	17	3	-28	-2	-3	3.1	-12	-2
NC(=O)c1ccc(CN2CCC(Cc3ccccc3)CC2)cc1	-14	21	1	-9	-8	-8	2.6	-17	22
CCN(CC)S(=O)(=O)c1cc(C(=O)OCC(=O)Nc2ccc(-c3nc4ccc(C)cc4s3)cc2)ccc1F	-1	1	3	-18	-21	-2	-0.4	-4	10
CCc1c(-c2n[nH]c(=S)n2Cc2ccccc2)csc1C	-14	29	-2	-16	-14	-7	-0.2	-18	-9
COc1ccc(N(C(=O)c2ccc(S(=O)(=O)N3CCCC3)cc2)C2C=CS(=O)(=O)C2)cc1 (stereo unspecified)	-3	8	4	-12	-42	-6	0.4	-8	9

Next records:
SMILES	M1 PAM	M1 PAM parental	TAAR1 agonist	CHO parental Ca	TAAR1 antagonist	M1 ag	CHO-K1 Ca ag	CHO-K1 Ca antag	CHRM1 antagonist
O=C(Nc1cc2c3c(c1)C1CCCC1CN3CC1CCCC21)c1ccccc1 (stereo unspecified)	-4	19	4	-20	8	-5	0.2	-2	3
COc1ccccc1/C=C/C(=O)NCCC1=CCCCC1	8	12	-2	-10	-6	-9	0.5	-7	-10
CC(C)C12CN(C(=O)c3ccccc3[N+](=O)[O-])CC(C(C)C)(CN(C(=O)c3ccccc3[N+](=O)[O-])C1)C2=O	6	6	0	-21	-4	-6	0.8	-9	-13
CCCNC(=O)c1cc2nc(-c3ccccc3)cc(C(F)(F)F)n2n1	-3	4	1	-14	14	-1	0.0	-3	3
O=C(CCC1CCCCC1)NCCS(=O)(=O)N1CCN(c2ccccc2)CC1	8	11	-2	-9	-2	-3	0.3	-4	-14
CCOc1ccc(N(CC(=O)N2CCCC2)S(=O)(=O)c2ccc(F)cc2)cc1	6	-21	-1	-11	0	-3	0.3	5	-5
CN1CCN(c2ccc(S(=O)(=O)N3CCCCC3)cc2NC(=O)CSCc2ccccc2)CC1	-3	-4	5	-27	-24	-6	-0.5	-1	8
O=C(O)c1ccc(N=NN2CCCC2)cc1	-7	-7	15	-9	-2	-3	-0.4	10	-1
CCC(C)(C)NC(=O)C(c1ccc(C)o1)N(Cc1cccs1)C(=O)Cn1nnc2ccccc21 (stereo unspecified)	5	22	2	-3	-10	-6	1.5	-3	-9
Cc1ccccc1CN1C(=O)c2ccccc2C1c1nnnn1-c1ccc2c(c1)OCCO2 (stereo unspecified)	.	10	7	.	-9	.	2.6	-12	.
Cc1cccc(Nc2ccccc2C(=O)OCC(=O)N(C)C2CCS(=O)(=O)C2)c1C (stereo unspecified)	0	15	9	-24	-7	-4	-0.2	-18	-26
CCCCSCCCNC(=O)C1CCC(CNS(=O)(=O)c2ccccc2)CC1 (stereo unspecified)	-13	10	10	-19	-3	-3	13	2	14
COc1ccccc1C(=O)N/C(=C\c1ccccc1)C(=O)NCc1ccco1	6	10	1	-16	-2	-1	2.2	-15	-9
Cc1ccc(C2(C)NC(=O)N(CC(=O)NC(=O)NCCC(C)C)C2=O)cc1 (stereo unspecified)	1	9	10	-14	-21	-1	1.2	-6	1
CCN(C(=O)COC(=O)c1ccc(COc2ccc3c(C)cc(=O)oc3c2)cc1)C1CCS(=O)(=O)C1 (stereo unspecified)	6	12	3	-10	2	-6	4.6	-9	-2
CSCCC(NC(=O)c1ccccc1Cl)C(=O)NCc1ccncc1 (stereo unspecified)	-9	14	2	-6	-8	-2	0.4	-10	25
COc1cc(C(=O)NC(=S)Nc2csc(-c3ccc(F)cc3)n2)cc(OC)c1OC	8	6	-1	-7	-8	-2	0.8	1	-3
